Assay outcomes from PubChem BioAssay.
SW480 rerep: inducers of DNA re-replication in SW480 colon cancer cells. SW480 DNA re-replication, Hoechst DNA content imaging, 48 h. Potency, µM (series often up to 46.1 µM), for the others: top-dose re-replication activation, hits mostly activators. hit rate 1.8% among 340,000. AID 624297; note: potency is the fitted concentration of half-maximal effect; % of control where 0% means no effect; nearly all actives have a fitted effect of over 55% in size
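Compounds, transferred as 23 nL by pin tool, were incubated with cells for 48 hr; DNA content per nucleus was then quantified by Hoechst staining and fluorescence plate imaging.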
MCF10A rerep: induces DNA re-replication in MCF 10a normal breast cells; MCF 10A DNA re-replication, Hoechst nuclear intensity, 48 h; Potency, µM (series often up to 46.1 µM), inactives show at the top dose activity, positive = re-replication, most hits filed as activators; hit rate 2.9% among 350,000; note: potency is the fitted concentration of half-maximal effect; % of control where 0% means no effect; nearly all actives have a fitted effect of over 50% in size
HT1080NT lethal: kills 2HG-producing HT-1080-NT fibrosarcoma cells | HT-1080-NT fibrosarcoma viability, CellTiter-Glo ATP luminescence, 48 h | Potency, µM (doses to about 46.1 µM), for the others: top-dose activity, negative = less viability, actives largely listed as cytotoxic | hit rate 1.6% among 360,000;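 note: NT is the 2HG producing partner of a matched IDH1 knockdown line; potency is the fitted concentration of half-maximal effect; 0% = DMSO-treated cells and -100% = media-only wells without cells; nearly all actives have a fitted effect of over 55% in size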
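Viability by CellTiter-Glo luminescence after 48 h compound exposure at 37C of HT-1080-NT cells (750/well, RPMI, 5% FBS). % activity scaled between DMSO wells and medium-only wells, then curve-fitted and categorized by curve class.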
ATXN viability: viability counter-screen for ATXN expression inhibitors; S2 cells (HEK-293 line with an ATXN2-luciferase reporter) viability, CellTiter-Fluor protease fluorescence, 24 h; Potency, µM (highest dose often 56.7 µM), most hits filed as cytotoxic; hit rate 0.49% among 400,000; AID 651635; note: potency is the fitted concentration of half-maximal effect; nearly all actives have a fitted effect of over 40% in size
ATXN2 expr inh: ATXN2 expression inhibition. HEK-293 ATXN2-luciferase reporter, luminescence, 24 h. hit rate 0.72% among 360,000. Potency, µM (doses to about 57 µM), for the others: at the top dose activity change, negative = inhibition, usual class: inhibitors; note: potency is the fitted concentration of half-maximal effect; % is set by controls: 0 for no effect and ±100 for the full control effect; nearly all actives have a fitted effect of over 55% in size
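ATXN2-luciferase reporter cells (luciferase flanked by upstream and downstream ATXN2 gene portions) were treated 24 h at 37 °C with compounds at up to 57 uM. SteadyGlo luminescence gave expression; GF-AFC fluorescence gave viability.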
HT1080 IDH1KD tx: kills HT-1080 cells with IDH1 knockdown | HT-1080 IDH1 knockdown viability, ATP luminescence, 48 h | hit rate 2% among 360,000 | Potency, µM (doses to about 46.1 µM), without a hit: at the highest dose activity, negative = toxicity, most hits filed as cytotoxic;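 note: potency is the fitted concentration of half-maximal effect; 0% = DMSO wells and -100% = cell-free medium wells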
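Knockdown cells (IDH1KD HT-1080) received compounds 2 h after plating at 750 cells/well and were kept 48 h at 37 °C in 5% FBS RPMI. A CellTiter-Glo luminescence read gave % activity for curve fitting.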
KB-V1 cytotox: kills drug-selected multidrug resistant KB-V1 cells. KB-V1 MDR cells viability, CellTiter-Glo, 72 h. Potency, µM (highest dose often 46.1 µM), without a hit: top-dose activity change, negative = cytotoxicity, most hits filed as cytotoxic. hit rate 3.4% among 400,000. AID 1347076; note: potency is the fitted concentration of half-maximal effect; % is set by controls: 0 for no effect and ±100 for the full control effect; nearly all actives have a fitted effect of over 60% in size
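Following 72 h at 37 degrees C with compound, KB-V1 cell viability was read by CellTiter-Glo luminescence, medium being phenol-red-free DMEM plus 10% FBS; concentration-response parameters came from normalized, curve-fitted qHTS data.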
KB-3-1 cytotox: kills parental KB-3-1 adenocarcinoma cells; hit rate 1.4% among 400,000; Potency, µM (highest dose often 46.1 µM), without a hit: at the highest dose activity change, negative = cytotoxic, actives largely listed as cytotoxic; KB-3-1 viability, CellTiter-Glo ATP luminescence, 72 h; AID 1347075; note: potency is the fitted concentration of half-maximal effect; % is set by controls: 0 for no effect and ±100 for the full control effect; nearly all actives have a fitted effect of over 60% in size
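KB-3-1 parental drug-naive adenocarcinoma cells in DMEM/10% FBS, incubated 72 h at 37 C with pin-transferred compounds across a concentration series. Viability by CellTiter-Glo luminescence; concentration-response curves fitted after normalization.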
IL1B secr inh: blocks inflammasome-driven IL-1 beta release; THP-1 LPS/ATP IL-1B secretion, AlphaLISA, 16 h; stronger effect = lower value; activity change, % at 57.5 µM; hit rate 4.7% among 360,000; in the data active = activity change below about -50%; inconclusive = mostly about -30% to -49%; note: % is set by controls: 0 for no effect and ±100 for the full control effect
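Secreted IL-1B measured by AlphaLISA bead assay after 16 h compound exposure of THP-1 cells; compounds (final up to 57.5 uM) added 1 h before LPS (250 ng/mL) and ATP (1.25 mM) stimulation; lower signal means less secretion.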
Starred values were filed as active, the others as inactive; i = inactive; ? = inconclusive; · = no result given; & = joins results of further samples; [ ] = remark or other dose. Unless noted, calls come from the whole dose curve; as a rule, active = well fitted curve in the direction sought with a large enough effect; inconclusive = small, poorly fitted or top-dose-only effect, or another doubt; inactive = no such curve, though single readings can be large; an effect the other way counts as inactive or inconclusive.

SMILES | SW480 rerep | MCF10A rerep | HT1080NT lethal | ATXN viability | ATXN2 expr inh | HT1080 IDH1KD tx | KB-V1 cytotox | KB-3-1 cytotox | IL1B secr inh
COc1ccc(C)cc1S(=O)(=O)NC(C)C(=O)NC1CC1 (stereo not given) | -1% | -5% | 21% | i | 0% | 10% | ? | 0% | 10
CCOc1cccc(C(=O)Nc2cc(C)c(O)c(-c3nc4ncccc4o3)c2)c1 | · | · | · | i | 10% | · | -10% | 9% | ·
O=C(COC(=O)/C=C/c1ccccc1[N+](=O)[O-])Nc1ccc2[nH]c(=O)[nH]c2c1 | -2% | 10% | 2% | i | 2% | -17% | 3% | 26% | 34
CCc1nc2c(OCc3ccc(C#N)cc3)cccn2c1N(C)C(=O)c1ccco1 | · | · | 18% | i | -5% | 19% | 4% | 0% | -2
Cc1nc(C)c(-c2csc(Nc3ccc(O)c(C(=O)O)c3)n2)s1 | -9% | -3% | 13% | i | -8% | 4% | 29% | -9% | -10
O=C(c1csc2ccccc12)N1CCN(c2ccccn2)CC1 | -9% | ? | -3% | i | -3% | -1% | -12% | 0% | -29
CCOC(=O)c1cn(-c2ccc(F)c(F)c2F)c2c(F)c(F)c(F)cc2c1=O | -1% | 9% | -3% | i | -11% | 3% | 5% | -11% | -4
CC(C)C(=O)NNC(=O)CSc1ncnc2c1cnn2-c1ccccc1Cl | 10% | 7% | 4% | ? | · | 0% | ? | 2% | -4
CN(Cc1nc(C(c2ccccc2)c2ccccc2)no1)CC1COCCO1 (stereo not given) | 0% | 3% | -15% | i | 6% | 17% | ? | -3% | 18
O=Cc1ccccc1-c1cn(CN2C(=O)c3ccccc3C2=O)nn1 | -10% | 2% | -2% | i | -6% | 1% | -5%&-3% | 2%&3% | 24
Cc1c(Cl)c([N+](=O)[O-])nn1CCCC(=O)Nc1cccc(Cl)c1Cl | -7% | 2% | 2% | i | 15% | 7% | 16µM* | 4% | -16
COC(CN(C)S(=O)(=O)c1cc2c3c(c1)CCC(=O)N3CCC2)OC | -6% | 2% | 11% | i | 7% | 5% | 6% | 9% | 0
COc1ccc(C2C(C(=O)NCc3ccccn3)CCC(=O)N2c2cc(OC)c(OC)c(OC)c2)cc1 (stereo not given) | -8% | 2% | ? | i | 7% | 5% | 6% | -3% | 24
Cc1ccc(-n2c(C)cc(C(=O)COC(=O)C3=NNC(=O)CC3)c2C)cc1 | -10% | -2% | -7% | i | -7% | -7% | ? | ? | 5
CC1(C)CC(NCc2ccccc2)=CC(=S)N1 | · | · | 26% | i | 1% | 20% | 6% | 0% | 3
O=C(/C(=N/N=C/c1ccc(O)c(O)c1)c1ccccc1)c1ccccc1 | 3% | ? | ? | ? | -33% | ? | -8% | -19% | -76*
CNC(=O)/C(=C\c1ccc2c(c1)OCO2)NC(=O)c1ccc(Br)cc1 | -1% | 4% | -2% | i | -9% | 2% | 13% | 3% | -7
CCOC(=O)c1c(C)c(C(=O)NCc2ccc(Cl)cc2)c(C)n1C | · | · | · | i | -21% | · | ? | 5% | ·
CCOc1cc(/C=N/NC(=O)CSc2cccc3cccnc23)ccc1O | 12% | ? | -5% | i | -10% | -1% | -22% | -3% | 13
CCC(C)(C)c1ccc(Oc2ccc(NC(=O)COC(=O)C3=COCCO3)cc2)cc1 | 5% | ? | -10% | ? | ? | -20% | -8% | ? | 0

Next section (7 carried over from the part before).
SMILES | SW480 rerep | MCF10A rerep | HT1080NT lethal | ATXN viability | ATXN2 expr inh | HT1080 IDH1KD tx | KB-V1 cytotox | KB-3-1 cytotox | IL1B secr inh
Cc1ccc(-n2c(C)cc(C(=O)COC(=O)C3=NNC(=O)CC3)c2C)cc1 | -10% | -2% | -7% | i | -7% | -7% | ? | ? | 5
CC1(C)CC(NCc2ccccc2)=CC(=S)N1 | · | · | 26% | i | 1% | 20% | 6% | 0% | 3
O=C(/C(=N/N=C/c1ccc(O)c(O)c1)c1ccccc1)c1ccccc1 | 3% | ? | ? | ? | -33% | ? | -8% | -19% | -76*
CNC(=O)/C(=C\c1ccc2c(c1)OCO2)NC(=O)c1ccc(Br)cc1 | -1% | 4% | -2% | i | -9% | 2% | 13% | 3% | -7
CCOC(=O)c1c(C)c(C(=O)NCc2ccc(Cl)cc2)c(C)n1C | · | · | · | i | -21% | · | ? | 5% | ·
CCOc1cc(/C=N/NC(=O)CSc2cccc3cccnc23)ccc1O | 12% | ? | -5% | i | -10% | -1% | -22% | -3% | 13
CCC(C)(C)c1ccc(Oc2ccc(NC(=O)COC(=O)C3=COCCO3)cc2)cc1 | 5% | ? | -10% | ? | ? | -20% | -8% | ? | 0
Cc1ccc(C)c(C(=O)CCC(=O)NCc2ccc(Cl)cc2)c1 | -3% | ? | 10% | i | -2% | 0% | 10% | -1% | 4
Cc1ccc(F)cc1NC(=O)Cc1nn(C)c(=O)c2ccccc12 | -2% | 7% | -8% | i | -10% | -12% | -12% | -8% | 15
COC(=O)N/N=C/c1cc(N=Nc2ccccc2)ccc1O | -1% | 12% | -23% | ? | 0% | -5% | -5% | -1% | -14
O=C(C1=C(O)C(=O)N(CCN2CCOCC2)C1c1cccc(O)c1)c1cc2ccccc2o1 (stereo not given) | -8% | ? | 0% | i | -6% | 0% | · | · | -9
Cc1cc(C)c(C(=O)N(C)CC2CCCN(CCc3ccccc3F)C2)o1 (stereo not given) | 1% | 1% | 2% | i | -19% | -1% | -2% | 0% | -14
NS(=O)(=O)c1ccc(NC(=O)CSc2nc(Nc3ccccc3)nc(N3CCOCC3)n2)cc1 | 15% | ? | -17% | i | -5% | -27% | · | · | -18
Clc1ccc(CNc2ncccn2)cc1 | -6% | -8% | 18% | i | -33% | 13% | ? | 10% | -1
O=C(O)c1ccc(CSc2nnnn2C2CCCCC2)cc1 | 1% | -1% | 17% | i | -3% | 18% | 20% | -1% | 21
Cc1ccc(Nc2nc(C)c3c(n2)CC(C)CC3=O)c(C)c1 (stereo not given) | -16% | 0% | 3% | i | 0% | -1% | ? | -16% | ?
O=C(O)c1n[nH]nc1-c1ccccc1 | -80%[inhibitor] | -3% | 13% | i | 0% | 23% | 22% | 14% | 45
CCC(C)NC(=O)Cn1c(=O)n(-c2ccc(C)c(C)c2)c(=O)c2c3c(sc21)CCCCC3 (stereo not given) | · | · | · | i | 4% | · | ? | 1% | ·
COc1ccc(OC)c(-c2csc(-c3cccs3)n2)c1 | ? | ? | 0% | i | 63%[activator] | -3% | -2% | -1% | -14
O=C(NC(c1ccc(Cl)cc1)c1ccccn1)C1CCN(CCOc2ccc(Cl)cc2Cl)CC1 (stereo not given) | · | · | ? | i | -38% | ? | ? | ? | -7
O=C(CCCCCn1c(=O)[nH]c2ccsc2c1=O)NCc1ccccc1 | · | · | · | ? | -14% | · | -10% | -11% | ·
COC(=O)CCCC[C@@H]1O[C@H](CCc2ccccc2)CC2=C1C(=O)OC(C)(C)O2 | · | · | -5% | ? | -33% | -7% | -16% | 0% | -6
CCOc1cc(S(=O)(=O)N2CCN(c3ccc(F)cc3)CC2)c(OCC)cc1-n1cnnn1 | -8% | -1% | 2% | i | 2% | -3%[9.24 µM] | 8% | 16% | 12
CC(C)CC(=O)Nc1cccc(-c2nc3ccccc3[nH]2)c1 | 22% | 1% | -17% | ? | 7%&4% | -16% | -13%&-20% | -4%&-8% | -29
O=C(CCCc1ccccc1)NCCCc1ccccc1 | 0% | -2% | 8% | i | 2% | 9% | 7% | -7% | -16
Cc1ccc(C(=O)Nc2nccs2)cc1S(=O)(=O)N1CCCCC1 | 5% | 21% | -6% | i | 0% | -13% | ? | -12% | 4
O=C(Nc1ccccc1C(=O)NCCCn1ccnc1)c1ccc(Cl)cc1Cl | -3% | -5% | -5% | i | -2% | -7% | 0% | 25% | 16
Cc1ccc(C(=O)CNc2cc(C)ccc2C)cc1 | -1% | -9% | 5% | i | 2% | 11% | 0% | -6% | -2
COc1ccc(C(C)C)cc1S(=O)(=O)Nc1ccncc1 | 29% | -32%[inhibitor] | 15% | i | -11% | 15% | 8% | 11% | -6
CCOC(=O)c1c(NC(=O)c2ccco2)n(C2CCCCC2)c2nc3ccccc3nc12 | -3% | 6% | ? | · | -23% | 16µM* | ? | -12% | -21
Cn1cccc1CN1CCC[C@]2(N[C@H](c3ccc(C(F)(F)F)cc3)[C@@H]3C(=O)N(Cc4ccccc4)C(=O)[C@@H]32)C1=O | · | · | -13% | i | -15% | -6% | -7% | -5% | ?
COc1cc(NC(=O)c2ccccc2Cl)ccc1NC(=O)c1cccs1 | -7% | -2% | 17% | i | 27% | -3% | -17% | 15% | ?
Cc1noc(C)c1COC(=O)[C@H](C)NS(=O)(=O)c1ccc(Cl)c(Cl)c1 | -16% | -18% | -2% | i | 5% | -9% | -11% | 0% | -6

As entered above:
Cc1noc(C)c1COC(=O)[C@H](C)NS(=O)(=O)c1ccc(Cl)c(Cl)c1 in KB-3-1 cytotox shows 0%
Cc1ccc(C(=O)CNc2cc(C)ccc2C)cc1 in IL1B secr inh shows -2
